# D3 ag – agonists of human D3 dopamine receptor; P35462; D3R DiscoveRx beta-arrestin cells, luminescence, 90 min; max activation, %; 0.58% of 410,000 active; AID 652048; in the data active = max activation above about 30%; note: 0% is about no effect; mostly tested at two doses, the higher about 12 µM
# Target sequence (P35462 whole entry, looked up): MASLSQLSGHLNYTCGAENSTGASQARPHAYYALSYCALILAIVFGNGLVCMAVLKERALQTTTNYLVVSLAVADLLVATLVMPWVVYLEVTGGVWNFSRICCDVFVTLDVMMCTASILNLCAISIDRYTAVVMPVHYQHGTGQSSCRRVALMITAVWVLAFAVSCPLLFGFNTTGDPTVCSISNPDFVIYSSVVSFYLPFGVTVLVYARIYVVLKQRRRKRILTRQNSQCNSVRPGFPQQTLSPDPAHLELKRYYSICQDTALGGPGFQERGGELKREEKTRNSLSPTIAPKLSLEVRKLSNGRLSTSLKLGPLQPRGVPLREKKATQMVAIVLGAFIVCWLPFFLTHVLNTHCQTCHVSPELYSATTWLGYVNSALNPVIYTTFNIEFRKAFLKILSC
#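 Cells at 1500/well, incubated overnight, then treated with pinned compounds (dopamine as control) for 90 min at 37 degrees C. DiscoveRx reagent added for 30 - 60 minutes at room temperature; luminescence read.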
# SW480 rerep – DNA re-replication induction in SW480 cells. 1.8% of 340,000 active. SW480 DNA re-replication, Hoechst DNA content imaging, 48 h. Potency, µM (top dose mostly 46.1 µM), for the others: at the top dose re-replication activation, hits mostly activators; note: potency is the fitted concentration of half-maximal effect; % of control where 0% means no effect; nearly all actives have a fitted effect of over 55% in size
#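 Readout is total intensity of Hoechst-stained nuclei, excited at 405 nm and collected at 500-530 nm. Compound treatment lasted 48 hr at 37 C in 5% CO2 before staining.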
# GLP1R ag – agonists of human GLP-1 receptor | P43220 | 0.007% of 380,000 active | HEK293 GLP-1R CRE-luciferase, luminescence, 4-6 h; cells express a hypersensitive GLP-1R form | Potency, µM (highest dose often 45.6 µM), without a hit: top-dose activation, hits mostly activators; note: potency is the fitted concentration of half-maximal effect; % of control where 0% means no effect
# Target sequence (P43220 whole entry, looked up): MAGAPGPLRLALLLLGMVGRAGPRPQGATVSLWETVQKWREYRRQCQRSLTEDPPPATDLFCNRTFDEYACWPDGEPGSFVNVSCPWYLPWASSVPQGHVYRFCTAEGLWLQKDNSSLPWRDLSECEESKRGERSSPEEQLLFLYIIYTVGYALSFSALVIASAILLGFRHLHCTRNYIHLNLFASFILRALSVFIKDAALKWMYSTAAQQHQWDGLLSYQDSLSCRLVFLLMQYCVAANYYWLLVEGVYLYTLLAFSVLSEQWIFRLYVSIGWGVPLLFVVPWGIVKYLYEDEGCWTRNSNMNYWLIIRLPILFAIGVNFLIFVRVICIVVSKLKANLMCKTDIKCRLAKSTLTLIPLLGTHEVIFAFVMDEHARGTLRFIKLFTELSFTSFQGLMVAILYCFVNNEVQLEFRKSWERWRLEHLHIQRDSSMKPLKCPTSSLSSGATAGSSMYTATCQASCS
# Numbers without * were called inactive; ? = inconclusive; · = not tested or not shown; & = joins results of further samples; [ ] = remark or other dose. Unless noted, calls come from the whole dose curve; as a rule, active = well fitted activation curve with a large enough effect; inconclusive = small, poorly fitted or top-dose-only effect; inactive = no such curve, though single readings can be large or run the other way.
SMILES,D3 ag,SW480 rerep,GLP1R ag
CCC(=O)O[C@@H](OP(=O)(CCCCc1ccccc1)CC(=O)N1C[C@H](C2CCCCC2)C[C@H]1C(=O)O)C(C)C (stereo not given in full),·,1%,1%
CN(C)CCc1c[nH]c2ccc(CC3COC(=O)N3)cc12 (stereo not given),·,-15%,3%
CC(C)(C)NC[C@H](O)c1cc(O)cc(O)c1,·,-13%,?
C=C1CC[C@H](O)C/C1=C/C=C1\CCC[C@]2(C)[C@@H]([C@H](C)CCCC(C)(C)O)CC[C@@H]12,·,9%,-5%
NC[C@@H]1O[C@@H](O[C@H]2[C@H](O)[C@H](O[C@@H]3O[C@H](CO)[C@@H](O)[C@H](N)[C@@H]3O)[C@@H](N)C[C@H]2N)[C@H](N)C[C@@H]1O,·,-10%[20.6 µM],0%[19.8 µM]
CO[C@H]1[C@H](O[C@H]2O[C@@H](C)[C@@H](O[C@@H]3C[C@](C)(O)[C@H](OC(=O)CC(C)C)[C@H](C)O3)[C@@H](N(C)C)[C@@H]2O)[C@@H](CC=O)C[C@@H](C)[C@@H](O)/C=C\C=C/C[C@@H](C)OC(=O)C[C@H]1OC(C)=O,·,-3%[20.6 µM],-3%[19.8 µM]
CC(C)(C)NC[C@@H](O)c1ccc(O)c(CO)n1,·,1%,?
CC(C)C(NC(=O)C(CC(=O)O)NC(=O)C(CCCCN)NC(=O)C(N)CCCN=C(N)N)C(=O)NC(Cc1ccc(O)cc1)C(=O)O (stereo not given),·,3%,-1%
OCC1OC([S-])[C@H](O)C(O)C1O.[Au+] (stereo not given in full),·,-2%,-3%
CN(C)CCCCCCN(C)C,·,0%,-5%
CC(C)NC[C@H]1CCc2cc(CO)c([N+](=O)[O-])cc2N1,·,-6%[20.6 µM],5%[19.8 µM]
C#C[C@]1(O)CC[C@@H]2[C@H]3CCC4=CCCC[C@@H]4[C@@H]3CC[C@@]21C,·,2%[20.6 µM],7%[19.8 µM]
CC1(C)S[C@H]2C(NC(=O)[C@@H](N)c3ccc(O)cc3)C(=O)N2[C@@H]1C(=O)O (stereo not given in full),·,8%,0%
CC1(C)[C@@H]2CC[C@]1(C)[C@@H](OC(=O)CSC#N)C2,·,6%,-3%
CCC(=O)O[C@@]1(C(=O)CCl)C(C)CC2C3CCC4=CC(=O)C=C[C@@]4(C)[C@]3(F)C(O)C[C@]21C (stereo not given in full),·,-3%,-6%
C[C@@H](CN(C)C)CN1c2ccccc2CCc2ccccc21,·,-7%[20.6 µM],-6%[19.8 µM]
CNCCC(Oc1ccccc1C)c1ccccc1 (stereo not given),·,0%,4%
NC(=O)c1cc[n+](CC2=C(C(=O)O)N3C(=O)[C@@H](NC(=O)[C@H](c4ccccc4)S(=O)(=O)[O-])[C@@H]3SC2)cc1,·,-1%[20.6 µM],18%[19.8 µM]
CN(C/C=C\c1ccccc1)Cc1cccc2ccccc12,·,0%,-1%
C[C@H](C(=O)O)c1cccc(Oc2ccccc2)c1,·,-2%[20.6 µM],9%[19.8 µM]
C=C1CCC(O)C/C1=C/C=C1\CCC[C@]2(C)[C@@H]([C@H](C)/C=C/[C@H](C)C(C)C)CC[C@@H]12 (stereo not given in full),·,8%,17%
C[N+]1(C)CCC[C@@H](OC(=O)C(O)(c2ccccc2)c2ccccc2)C1,·,0%[20.6 µM],-7%[19.8 µM]
O=C1O[C@H](CN2CCOCC2)CN1/N=C\c1ccc([N+](=O)[O-])o1,·,10%[20.6 µM],-5%[19.8 µM]
OCC1OC(O)C(O)C(O)C1O (stereo not given),·,4%,5%
CC(C)(CO)C(O)C(=O)NCCCC(=O)O (stereo not given),·,1%,0%

# Entries of single compounds from above:
# Shown for `CC1(C)S[C@H]2C(NC(=O)[C@@H](N)c3ccc(O)cc3)C(=O)N2[C@@H]1C(=O)O` (stereo not given in full) → D3 ag: ·; SW480 rerep: 8%; GLP1R ag: 0%
# Shown for `NC[C@@H]1O[C@@H](O[C@H]2[C@H](O)[C@H](O[C@@H]3O[C@H](CO)[C@@H](O)[C@H](N)[C@@H]3O)[C@@H](N)C[C@H]2N)[C@H](N)C[C@@H]1O` → D3 ag: ·; SW480 rerep: -10%[20.6 µM]; GLP1R ag: 0%[19.8 µM]

# 3 entries from above, with values under each structure:
# The line under a structure holds: D3 ag	SW480 rerep	GLP1R ag
C[N+]1(C)CCC[C@@H](OC(=O)C(O)(c2ccccc2)c2ccccc2)C1
  ·	0%[20.6 µM]	-7%[19.8 µM]
O=C1O[C@H](CN2CCOCC2)CN1/N=C\c1ccc([N+](=O)[O-])o1
  ·	10%[20.6 µM]	-5%[19.8 µM]
OCC1OC(O)C(O)C(O)C1O (stereo not given)
  ·	4%	5%

# Following part:
SMILES,D3 ag,SW480 rerep,GLP1R ag
C[S+](C)CC[C@H](N)C(=O)O,·,-1%,9%
OCCN1CC(O)C(O)C(O)C1CO (stereo not given),·,4%,6%
CO[C@]1(NC(=O)CSCC#N)C(=O)N2C(C(=O)O)=C(CSc3nnnn3C)CS[C@H]21,·,1%,-4%
COc1ccc2cc(C(C)CO)ccc2c1 (stereo not given),·,0%,3%
CNC[C@@H](O)[C@@H](O)[C@H](O)[C@H](O)CO,·,-6%,-3%
Cc1ccc(S(=O)(=O)NC(=O)NN2C[C@H]3CCC[C@@H]3C2)cc1,·,-4%[20.6 µM],-4%[19.8 µM]
CCN(CC)C(=O)[C@@]1(c2ccccc2)C[C@@H]1CN,·,0%,-2%
Cn1cc(O)nc1NC(=O)Nc1cccc(Cl)c1,·,-6%,5%
CCOc1ccc(NS(=O)(=O)c2ccc(N)cc2)nn1,-8,·,10%
CC1(C)N=C(N)N=C(N)N1c1ccc(Cl)cc1,0,·,-1%
O=C(OCCO)c1ccccc1O,3,·,-7%
O=P(O)(O)OC(Cn1cncn1)(Cn1cncn1)c1ccc(F)cc1F,6,·,-2%
C[C@]12C=CC(=O)C=C1[C@@H](F)C[C@@H]1[C@@H]2[C@@H](O)C[C@@]2(C)[C@H]1CC[C@]2(O)C(=O)CO,3&13,·,-6%
COc1cc(C(C)=O)ccc1OCCCN1CCC(c2noc3cc(F)ccc23)CC1,-26,·,14%
O=C1CC[C@H](C(=O)N2CCCCC2)N1,-14,·,-3%
C1CNCCN1,-10,·,3%
O=S(O)CO,3,·,5%
O=C(CS)Nc1ccccc1,-6,·,7%
CC(C)(C)C(=O)OCOC(=O)C1N2C(=O)CC2S(=O)(=O)C1(C)C (stereo not given),5,·,-6%
CC(C(O)c1ccccc1)N(C)CCOC(c1ccccc1)c1ccccc1 (stereo not given),-21,·,10%
N=C(N)N,1,·,0%
Cc1c(O)cc2c(c1C)O[C@](C)(CCC[C@H](C)CCC[C@H](C)CCCC(C)C)CC2,13,·,7%
CCOC(=O)c1ccc(NC(=O)CN2CCCCC2)cc1,-15,·,6%
NNc1nnc(Cc2ccncc2)c2ccccc12,5,·,-3%
CCN(CC)c1ccc(N=Nc2ccc(S(=O)(=O)N(C)C)cc2)c(S(=O)(=O)NCC[n+]2ccccc2)c1,9,·,-1%

# Laid out differently: two of the compounds above
# Sequence of screens: D3 ag | SW480 rerep | GLP1R ag
> OCCN1CC(O)C(O)C(O)C1CO (stereo not given)
  · | 4% | 6%
> CO[C@]1(NC(=O)CSCC#N)C(=O)N2C(C(=O)O)=C(CSc3nnnn3C)CS[C@H]21
  · | 1% | -4%

# 4 neighbouring records out of the list so far, for reference:
SMILES,D3 ag,SW480 rerep,GLP1R ag
COc1ccc2cc(C(C)CO)ccc2c1 (stereo not given),·,0%,3%
CNC[C@@H](O)[C@@H](O)[C@H](O)[C@H](O)CO,·,-6%,-3%
Cc1ccc(S(=O)(=O)NC(=O)NN2C[C@H]3CCC[C@@H]3C2)cc1,·,-4%[20.6 µM],-4%[19.8 µM]
CCN(CC)C(=O)[C@@]1(c2ccccc2)C[C@@H]1CN,·,0%,-2%

# Next section:
SMILES,D3 ag,SW480 rerep,GLP1R ag
CCC(C(=O)NC(=O)NC(C)=O)c1ccccc1 (stereo not given),-3,·,6%
CCCCCC1Nc2cc(C(F)(F)F)c(S(N)(=O)=O)cc2S(=O)(=O)N1 (stereo not given),0,·,3%
CNC[C@@H]1CC[C@@H](N)[C@@H](O[C@H]2[C@H](O)[C@@H](O[C@H]3OC[C@](C)(O)[C@H](NC)[C@H]3O)[C@H](N)C[C@@H]2N)O1,2,·,22%
c1ccc2c(CCC3CCNCC3)c[nH]c2c1,-19,·,6%
COc1ccc(C2NC(=S)N3C(c4ccc(OC)c(OC)c4)NC(=S)N23)cc1OC (stereo not given),0,·,1%
O=C(Cn1cnnn1)N[C@@H]1C(=O)N2C(C(=O)O)=C(CSc3nncs3)CS[C@H]12,0&2,·,-1%&-5%
O=C(CCC1CCN(Cc2ccccc2)CC1)c1ccc2c(c1)NCCCC2,-24,·,1%
Cc1nc([N+](=O)[O-])cn1-c1ccc([N+](=O)[O-])cc1,9,·,6%
Nc1ccn(C[C@@H](CO)OCP(=O)(O)O)c(=O)n1,-9,·,0%
N=C(N)c1ccc(OCCCOc2ccc(C(=N)N)cc2)cc1,6,·,3%
Cc1ccc(/C=N/n2c(-c3ccccc3)csc2=S)cc1,-15,·,-4%
O=P(O)(O)C(Sc1ccc(Cl)cc1)P(=O)(O)O,3,·,-7%
CCCC(=O)N1CCCN(c2nc(N)c3cc(OC)c(OC)cc3n2)CC1,-18,·,-7%
CC(C)=CCC/C(C)=C/CC/C(C)=C/CCC(=O)OC/C=C(\C)CCC=C(C)C,5,·,24%
CCCC1([C@H](O)C/C=C/[C@H]2[C@H](O)CC(=O)[C@@H]2CCCCCCC(=O)OC)CCC1,9,·,15%
CS(=O)(=O)Nc1cc2occ(NC=O)c(=O)c2cc1Oc1ccccc1,0,·,-5%
CN1C(CSCC(F)(F)F)Nc2cc(Cl)c(S(N)(=O)=O)cc2S1(=O)=O (stereo not given),10,·,-4%
CC(=O)[C@@]1(O)CC[C@H]2[C@@H]3C=C(Cl)C4=CC(=O)CC[C@]4(C)[C@H]3CC[C@@]21C,-15,·,-3%
CN(CC1(C)CCCO1)S(=O)(=O)c1ccc(Cl)c(S(N)(=O)=O)c1 (stereo not given),-6,·,-2%
CCOC(=O)Cn1cccc1-c1nc(-c2ccc(OC)cc2)c(-c2ccc(OC)cc2)s1,1,·,3%
Nc1c(NC/C=C\COc2cc(CN3CCCCC3)ccn2)c(=O)c1=O,-19,·,4%
CCCCCOc1ccc(C2SC(=O)NC2=O)cc1OCC (stereo not given),8,·,-2%
CCOC(=O)COc1ccc2c(C)c(CCN(CC)CC)c(=O)oc2c1,6,·,-4%
CCCCc1cc2c(=O)c(C(=O)OC)c[nH]c2cc1OCc1ccccc1,11,·,1%
COc1ccc(C(=O)Nc2ccccc2CCC2CCCCN2C)cc1 (stereo not given),0,·,5%
C=CC[N+]1([C@H]2C[C@H]3[C@@H]4CC[C@H]5C[C@H](OC(C)=O)[C@@H](N6CCCCC6)C[C@]5(C)[C@H]4CC[C@]3(C)[C@H]2OC(=O)CC)CCCCC1,-13,·,5%

# Only part of the results is shown; rates above refer to the full screens.
